CHO-K1 Ca antag – M1 antagonist counterscreen hit in parental CHO-K1 cells. ATP-induced calcium, Fluo-8 fluorescence. inhibition, % at 3 µM. actives 0.6% (n = 360,000);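 active = inhibition above a per-plate cutoff, the plate's mean sample inhibition plus 3 SD, cut at about 24% in these data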;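 note: 0% = DMSO plus EC80 ATP and 100% = DMSO alone without ATP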
TAAR1 antag – human TAAR1 antagonists, primary screen, Fluo-8 calcium fluorescence, CHO RD-HGA16 cells; inhibition, % at 3 µM; antagonist; actives 1.5% (n = 360,000); Trace amine-associated receptor 1 (Homo sapiens), Q96RJ0;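 active = inhibition above a per-plate cutoff, the mean inhibition of test compounds on that plate plus 3 SD, cut at about 49% in these data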;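 note: 0% = DMSO plus EC80 beta-PEA response and 100% = DMSO alone without agonist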
Target sequence (Q96RJ0 whole entry, looked up): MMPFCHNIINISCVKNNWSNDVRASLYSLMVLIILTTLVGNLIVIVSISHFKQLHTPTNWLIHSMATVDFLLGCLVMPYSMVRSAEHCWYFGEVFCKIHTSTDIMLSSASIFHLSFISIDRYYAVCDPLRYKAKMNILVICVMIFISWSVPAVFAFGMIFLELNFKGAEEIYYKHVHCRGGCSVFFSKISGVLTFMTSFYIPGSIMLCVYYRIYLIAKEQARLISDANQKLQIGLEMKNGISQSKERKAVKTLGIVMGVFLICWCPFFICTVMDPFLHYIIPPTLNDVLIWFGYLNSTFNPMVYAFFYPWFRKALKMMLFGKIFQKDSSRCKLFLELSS
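Assay system: CHO-derived RD-HGA16 cells stably expressing human TAAR1 plus Gα16. Timing: 140 s kinetic read after compound, 140 s after agonist. Technique: kinetic Fluo-8 calcium fluorescence measurement. Measure: % inhibition of agonist calcium response.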
OXTR potentiate – human OXTR potentiators, primary screen, fluorescence, CHO-OTR cells, Fluo-8 calcium; Oxytocin receptor (Homo sapiens), P30559; Fluo-8 calcium fluorescence, potentiator mode; 0% = oxytocin EC15, 100% = EC100; activation, % at 3 µM; actives 0.061% (n = 320,000);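 active = activation above that plate's cutoff, the mean activation of tested compounds plus 3 SD, cut at about 6.6% in these data, passing the limit was not always enough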;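 note: 100% uses oxytocin at 75 nM as the full agonist control; some results filed as inactive read as strong as hits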
Target sequence (P30559 whole entry, looked up): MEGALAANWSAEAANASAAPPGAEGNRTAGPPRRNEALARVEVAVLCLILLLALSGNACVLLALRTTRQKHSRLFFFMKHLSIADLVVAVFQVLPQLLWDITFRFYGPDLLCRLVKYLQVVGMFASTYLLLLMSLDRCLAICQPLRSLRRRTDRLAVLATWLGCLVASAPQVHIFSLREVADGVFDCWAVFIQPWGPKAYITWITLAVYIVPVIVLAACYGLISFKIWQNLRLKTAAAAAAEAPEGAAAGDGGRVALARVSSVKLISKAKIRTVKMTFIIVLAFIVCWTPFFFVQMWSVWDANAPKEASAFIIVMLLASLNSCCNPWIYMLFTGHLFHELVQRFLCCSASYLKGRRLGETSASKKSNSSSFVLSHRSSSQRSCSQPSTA
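Assay system: CHO cell line stably expressing human OTR | Also added: Oxytocin at about EC15, sub-maximal agonist stimulus | Times: Compound 6 min at room temperature before oxytocin, 100 s read | Measured by: Fluo-8 intracellular calcium fluorescence, ex 470-495, em 515-575 nm | Controls: EC15 oxytocin alone as 0%, 75 nM oxytocin as 100%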
CHO parental Ca – ATP-evoked calcium signal inhibitors, parental CHO, primary screen, counter-screen for OX1R antagonist project, cell-based, fluorescence, Fluo-8 calcium dye | inhibition, % at 5.6 µM | actives 0.63% (n = 330,000) | parental CHO-K1, ATP-induced calcium, Fluo-8 fluorescence;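 active = inhibition above that plate's mean sample inhibition plus 3 SD, cut at about 26% in these data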;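 note: 0% = ATP-challenged DMSO wells and 100% = DMSO wells without ATP; some compounds past the cut are filed as inactive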
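Material: parental CHO cells / Compound: single nominal dose of 5.6 µM per compound / Signal: Fluo-8 fluorescence / Replicates: singlicate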
CHO-K1 Ca PAM – nonselective calcium activators in parental CHO-K1 cells, primary screen, counter-screen for M1 PAM project, cell-based, Fluo-8 calcium fluorescence, full deck, 1536-well; activation, % at 3 µM; AID 602247, 2012; actives 0.02% (n = 360,000); ATP EC20; 0% at ATP EC20, 100% at ATP max;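 active = activation above the run cutoff, the mean activation of all test compounds plus 3 SD, cut at about 40% in these data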;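 note: peak over basal fluorescence ratio in a 140 s read after ATP addition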
M1 antag – human M1 muscarinic receptor antagonists, primary screen, CHO-K1 cells, Fluo-8 calcium fluorescence, 1536-well. Muscarinic acetylcholine receptor M1 (Homo sapiens), P11229. CHO-K1 hM1, ACh EC80 antagonist. inhibition, % at 3 µM. actives 1.3% (n = 360,000);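 active = percent inhibition above its own plate's cutoff, namely the mean of that plate's compound wells plus 3 SD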;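 note: peak over basal fluorescence ratio during 140 s after agonist addition; 0% = ACh EC80 plus DMSO and 100% = DMSO alone without agonist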
CHO-K1 Ca ag – counter-screen for M1 agonists: effect in parental CHO-K1 cells; activation, % at 3 µM; AID 602248, 2012; actives 0.48% (n = 360,000); Fluo-8 calcium fluorescence; scaled to maximal ATP response, vehicle zero; in the data active = activation above about 15%;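 note: untransfected CHO-K1 host cells lacking M1 receptor as counterscreen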
TAAR1 ag – human TAAR1 agonists, primary screen, Fluo-8 calcium fluorescence, CHO RD-HGA16 cells; Trace amine-associated receptor 1 (Homo sapiens), Q96RJ0; vehicle wells 0%, saturating PEA agonist 100%; activation, % at 3 µM; actives 0.99% (n = 360,000); AID 624467, 2012;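 active = activation above the mean activation of all test compounds in the run plus 3 SD, cut at about 38% in these data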
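System: CHO-derived RD-HGA16 cells with stable Gα16 and human TAAR1. Times: 17-24 h plating, Fluo-8 75 min 37 °C, 30 min RT. Measured by: calcium-sensitive Fluo-8 signal, excitation 470-495, emission 515-575 nm. Read-out basis: % activation relative to PEA EC100 response. Control set: DMSO and PEA EC100. Repeats: no replicates (n 1).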
CHRM1 agonist – human M1 muscarinic receptor agonists, primary screen, Fluo-8 calcium fluorescence, CHO-K1 cells, HTS; activation, % at 3 µM; Muscarinic acetylcholine receptor M1 (Homo sapiens), P11229; actives 0.33% (n = 360,000); CHO-K1 hM1, agonist mode; 0% DMSO, 100% acetylcholine EC100; AID 588814, 2011;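 active = activation above the run's mean compound activation plus 3 SD, cut at about 16% in these data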;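 note: peak over basal fluorescence ratio within a 140 s kinetic read after compound addition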
* hit, by the source's call; / = no result given. This is a random part of the collection (roughly 4.2% active in at least one column).

SMILES	CHO-K1 Ca antag	TAAR1 antag	OXTR potentiate	CHO parental Ca	CHO-K1 Ca PAM	M1 antag	CHO-K1 Ca ag	TAAR1 ag	CHRM1 agonist
O=C(CSc1nc2ccccc2o1)Nc1nncs1	-5	5	-1	-15	13	5	0.5	9	-3
CCCc1nn2c(=O)cc(CSCC(=O)Nc3ccc(C)cc3)nc2s1	-9	-11	-2	-11	10	-7	-0.2	3	-4
CC(C)Cn1c(N)c(C(=O)COC(=O)CN2C(=O)C3CC=CCC3C2=O)c(=O)n(C)c1=O (stereo not given)	-3	19	-10	27	-5	0	14	5	-5
C#CCOc1ccc(/C=N/O)cc1Cl	18	-1	-4	-5	-14	7	-0.4	2	-2
CC(C)=C1C(=O)NN(c2cccc(Cl)c2)C1=O	0	-9	2	-3	2	-7	-0.2	2	-7
Cc1ccc(F)cc1S(=O)(=O)NCc1ccc(N2CCN(C)CC2)cc1	-1	-9	1	-3	-2	4	0.8	10	-8
COC(=O)CCN(c1ccccc1)S(=O)(=O)c1cc(-c2cc(C)no2)ccc1C	10	0	-2	-10	-23	23	-0.1	-3	-4
Cc1cc(=O)nc2c3ccccc3n(CC(=O)NCCCN3CCOCC3)n12	-17	/	-5	-10	-7	-5	1.9	/	-5
O=C(O)C1CCCCC1C(=O)Nc1nc(-c2ccc(Cl)s2)cs1 (stereo not given)	14	0	-2	-14	3	-1	-0.5	-1	1
O=C1NCCN(Cc2c(F)cccc2Cl)C1CC(=O)N1CCCCO1 (stereo not given)	18	-11	-2	-7	-6	10	0.2	7	-2
COc1ccc(C(=O)N2CCC(C)(C(=O)NS(=O)(=O)C3CC3)C2)c(OC)c1 (stereo not given)	-3	-23	/	/	8	-11	0.5	2	-3
O=C(c1ccc(CSc2ccccc2)cc1)N1CCN(c2ccccc2)CC1	-2	-4	-5	-16	-11	2	1.7	-1	-7
Cc1ccc(Nc2nnc(SCC(=O)NCC3CCCO3)s2)cc1C (stereo not given)	-11	-7	-4	-16	11	-8	2.5	1	-4
O=C(CCN1C(=O)C2C3C=CC(C4CC34)C2C1=O)Oc1ccc(Br)cc1 (stereo not given)	-5	-16	-6	-9	11	-9	0.6	5	-2
Clc1ccc(OCc2cn3cccnc3n2)c2ncccc12	4	13	/	/	-5	-6	0.7	-1	-3
CCN(C(=O)C(C)OC(=O)C1C(C(=O)OC)=C(C)NC(C)=C1C(=O)OC)c1ccccc1 (stereo not given)	-12	-16	-13	-4	16	1	1.4	6	-3
Cc1cc(NS(=O)(=O)c2ccc(CC(C)C)cc2)no1	-12	13	-5	-10	9	-2	0.6	5	-10
O=C(C1=C[C@@H](c2ccccc2)C[C@@H](OCCCCO)O1)N1CCOCC1	6	1	-5	0	-6	2	0.0	7	-1
CCCc1cc(=O)oc2c(CN(CC)CC)c(O)c(Cl)cc12	0	-20	-7	-20	-3	-28	-0.1	-1	0
COC(=O)Cc1nnc(NC(=O)c2ccccc2)s1	-4	4	-12	-25	19	-21	0.5	5	0
COc1cc(NS(=O)(=O)c2ccc(NC(=O)COc3ccccc3C)cc2)nc(OC)n1	-21	-8	1	-12	10	-11	-0.3	0	-6
CCOc1ccc(S(=O)(=O)NCCc2ccccn2)cc1	-15	-4	-3	-3	17	-1	1.4	8	1
COC(=O)c1cc(C(=O)CC(C)C)c[nH]1	-14	9	-5	-9	16	2	0.8	8	-4
CC(SCC(=O)O)c1nc2ccccc2[nH]1 (stereo not given)	-16	-6	-4	5	3	-30	0.4	1	-2
O=c1c2ccccc2nc(COc2ccccc2)n1/N=C/c1c[nH]c2ccccc12	-7	16	-7	-11	11	1	0.8	5	-4
The listing continues:
SMILES	CHO-K1 Ca antag	TAAR1 antag	OXTR potentiate	CHO parental Ca	CHO-K1 Ca PAM	M1 antag	CHO-K1 Ca ag	TAAR1 ag	CHRM1 agonist
Cc1ccc(NC(=O)COC(=O)CCc2ccc(S(=O)(=O)N3CCOCC3)cc2)cc1F	20	18	-15	-9	-13	10	11	18	-1
N#Cc1c(N2CCOCC2)nc(-c2ccco2)c2c1CCCC2	25*	30	-2	-19	-7	13	0.8	14	-2
CCOC(=O)Cn1nnnc1CN(Cc1ccc(OC)cc1)Cc1cc2cc(CC)ccc2[nH]c1=O	-10	35	-5	-17	-9	-4	0.4	9	-2
COc1ccc(CCn2c(N3CCN(C)CC3)nc3c2c(=O)[nH]c(=O)n3C)cc1	-4	1	-9	7	-2	-7	0.3	4	-3
c1cc(SC2CCCCC2)cc(-c2nc3cnccn3c2NC2CCCCC2)c1	-16	11	-1	-28	-8	6	0.3	5	-3
CCOc1ccc(/C=C(\C(=O)O)c2ccc(S(=O)(=O)N3CCOCC3)s2)cc1OC	19	6	-2	2	-8	-8	-0.6	3	-3
Cc1ccc(S(=O)(=O)N2CCCCCC2)cc1[N+](=O)[O-]	-4	-5	-6	-17	14	-5	0.1	14	-8
CC1(C)Cc2c(sc3ncnc(NN)c23)CO1	-1	-20	-4	-13	-1	-16	-0.2	3	-2
O=CN1CCN(C(=O)CC(c2ccccc2)c2cc(Br)ccc2O)CC1 (stereo not given)	9	7	4	-8	4	-9	0.9	4	-3
CC(C)(C)C1=Nn2c(nnc2-c2ccco2)SC1	-7	-17	2	0	21	-10	1.6	0	-2
COC(=O)c1ccc2c(=O)n(C3CCCCC3)c(SCC#N)nc2c1	-2	-7	-2	-2	12	-6	-0.2	-1	-4
Cc1cccc(-c2nc(C#N)c(N3CCCCC3)o2)c1	4	-1	-2	-3	2	8	-0.7	2	6
CC1CN(C(=S)Nc2ccccc2C(F)(F)F)CC(C)O1 (stereo not given)	1	-25	-4	-8	-7	-8	0.9	33	0
O=C(CSCCN1C(=O)c2ccccc2C1=O)Nc1ccc2ccccc2c1	0	36	-16	-22	-2	-1	2.0	8	1
COC(=O)C1CCN(C(=O)CSc2nc3nc(C)cc(C)n3n2)CC1	-16	-10	/	/	6	-5	0.3	7	-3
O=C(/C=C/c1cccc([N+](=O)[O-])c1)Nc1ccc(Cl)cn1	1	9	5	-7	13	-6	0.0	4	-7
CCOC(=O)C1CCN(c2ccc([N+](=O)[O-])cc2S(=O)(=O)N2CCOCC2)CC1	-13	-1	-1	-4	0	2	1.6	1	-4
c1ccc(N2CCN(C3CC4CCC3C4)CC2)cc1 (stereo not given)	1	-1	0	-13	4	-21	-0.1	5	-2
COCCN1CCN(C(=O)C2CCC(=O)N(CCCc3ccccc3)C2)CC1 (stereo not given)	-9	-11	-9	0	18	-6	1.9	2	-3
CCn1nc(C)cc1C(=O)N1CCCC(Nc2ccc(C(C)C)cc2)C1 (stereo not given)	-3	-14	/	/	17	-15	2.0	0	-3
CC(C)C[C@@H](CNCC(=O)[C@H](Cc1c[nH]c2ccccc12)NC(=O)c1[nH]cnc1C(=O)N[C@H](CN)CC(C)C)NC(=O)c1nc[nH]c1C(=O)N[C@@H](CC(=O)O)C(=O)O	-18	-7	/	/	17	-16	-0.3	1	-1
CCCCCCCC[n+]1cccc(C(=O)N2c3c(nc(N)[nH]c3=O)NC(C)C2C)c1 (stereo not given)	-15	-8	-2	-5	29	-3	1.7	6	-2
COCc1[nH]nc2c1C1(C(=O)N(C)c3ccccc31)C(C#N)=C(N)O2 (stereo not given)	-6	-3	2	-6	15	-8	0.5	1	-5
COc1ccc(OC)c(NC(=O)c2cnn(-c3ccccc3Cl)c2NC(=O)c2ccco2)c1	-42	2	-4	-16	-12	-4	1.7	7	-2
CCOC(=O)c1c(S(=O)(=O)N2CCN(Cc3ccccc3)CC2)c(C)n(C)c1C	-17	7	-7	-9	8	-11	1.2	3	-2
(next part)
SMILES	CHO-K1 Ca antag	TAAR1 antag	OXTR potentiate	CHO parental Ca	CHO-K1 Ca PAM	M1 antag	CHO-K1 Ca ag	TAAR1 ag	CHRM1 agonist
OCCN(CCO)c1ncnc2c1sc1nc(N3CCOCC3)c3c(c12)CCCC3	7	9	-17	-10	10	-1	2.6	19	-3
COc1ccc(-c2oc(=O)c3cc(OC)c(OC)cc3c2C#C[C@]2(O)CC[C@H]3[C@@H]4CCc5cc(OC)ccc5[C@H]4CC[C@@]32C)cc1	-17	9	9	-17	5	-6	0.9	-1	-1
CC(C)C1CC(=O)NC(SCC(=O)Nc2ccc(Br)cc2)=C1C#N (stereo not given)	11	26	-23	11	4	-7	9.2	28	3
Cc1ccc2[nH]c3c(c2c1)CCC3=O	-3	-28	-2	-9	4	-5	-0.6	1	-6
COc1ccc(CC(=O)NC2CC2)cc1OC	-8	-5	-12	-7	16	-5	-0.5	0	-3
Cc1cc2nc(CCl)cc(=O)n2[nH]1	-6	-3	-10	6	12	-5	0.8	0	6
Cc1cc(C)n(-c2ccc(C(=O)Oc3ccc4c(c3)OCO4)cc2)n1	1	-8	-10	-6	0	11	1.1	3	-3
CC(C)(C)c1cc(C(c2cccnc2)N2CCN(CCO)CC2)cc(C(C)(C)C)c1O (stereo not given)	0	-6	-5	-17	-6	3	-0.6	1	-8
CC1CN(c2ccc(NC(=S)NNCCC#N)cc2)CC(C)O1 (stereo not given)	1	7	-5	-23	-2	16	3.8	2	-4
Cn1c(C(=O)O)c(CC(=O)N2CCC(Cc3ccccc3)CC2)c2ccccc21	-3	15	-3	-2	12	-3	0.9	2	1
CCOCCCNC(=O)CS(=O)(=O)Cc1nc(-c2cccc(OC)c2)oc1C	-13	-1	7	-7	25	3	0.4	3	-1
O=C(Cn1nnc(-c2ccccc2)n1)c1ccccc1	-5	-7	-5	-6	3	-5	-0.1	7	-4

Compounds from the list above with fluorine (4):
SMILES	CHO-K1 Ca antag	TAAR1 antag	OXTR potentiate	CHO parental Ca	CHO-K1 Ca PAM	M1 antag	CHO-K1 Ca ag	TAAR1 ag	CHRM1 agonist
Cc1ccc(F)cc1S(=O)(=O)NCc1ccc(N2CCN(C)CC2)cc1	-1	-9	1	-3	-2	4	0.8	10	-8
O=C1NCCN(Cc2c(F)cccc2Cl)C1CC(=O)N1CCCCO1 (stereo not given)	18	-11	-2	-7	-6	10	0.2	7	-2
Cc1ccc(NC(=O)COC(=O)CCc2ccc(S(=O)(=O)N3CCOCC3)cc2)cc1F	20	18	-15	-9	-13	10	11	18	-1
CC1CN(C(=S)Nc2ccccc2C(F)(F)F)CC(C)O1 (stereo not given)	1	-25	-4	-8	-7	-8	0.9	33	0
